D1 antagonist = antagonists of human D1 dopamine receptor | P21728 | HEK293 TREx D1 cells, calcium flux, dopamine EC80; stronger effect = lower value | activity change, negative = inhibition, % at 10 µM | 3.2% of 360,000 active | AID 504652; in the data active = activity change below about -30%; note: % is set by controls: 0 for no effect and ±100 for the full control effect
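Using tetracycline-induced force-coupled D1 Hek293 cells and a calcium dye, signals were followed for 180 s after compound, then for 180 s after EC80 dopamine, to detect inhibitors.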
D1 potentiator = human D1 dopamine receptor positive modulation | HEK293 TREx D1 cells, calcium flux, dopamine EC20 potentiation | potentiation, % at 10 µM | 0.036% of 360,000 active | AID 504651; in the data active = potentiation above about 30%; note: 0% is about no effect
LDHA inh = blocks human lactate dehydrogenase A | P00338 | purified LDHA, NADH/diaphorase-resazurin fluorescence; stronger effect = lower value | activity change, % (values are at about 110 or 230 µM) | 0.15% of 480,000 active | AID 1347041; in the data active = activity change below about -30%; inconclusive = mostly about -25% to -30%;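 note: plate controls were DMSO wells for no effect and wells without enzyme for full effect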
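Remaining NADH was detected by diaphorase (0.133 mg/mL) converting 37 µM resazurin to fluorescent resorufin, read at 0 and 20 minutes. The preceding 5-minute room-temperature reaction used 2 nM LDHA, 0.2 mM sodium pyruvate and 0.06 mM NADH at pH 7.4.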
RXFP1 ag = RXFP1 (human) receptor agonism; 0.3% of 370,000 active; Potency, µM (titrated, usually from 57.5 µM), for the others: top-dose activation, usual class: activators; AID 2676; HEK293T-RXFP1 cAMP TR-FRET, 30 min; response scale: percent of porcine relaxin response, buffer zero; Q9HBX9; note: potency is the fitted concentration of half-maximal effect; % is set by controls: 0 for no effect and ±100 for the full control effect; nearly all actives have a fitted effect of over 60% in size; many of its hits are not listed in these tables
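HEK293 cells stably expressing RXFP1, treated 30 min at 37C with compounds plus PDE4 inhibitor Ro 20174; cAMP measured by HTRF TR-FRET. Normalized to buffer and 29 nM porcine relaxin; EC50 by Hill fit.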
Vif-A3F inh = Vif-A3F binding inhibition; HeLa A3F-eYFP + Vif (tagged APOBEC3F with the HIV-1 protein that degrades it), YFP fluorescence increase; Potency, µM (top dose mostly 46.1 µM), for the others: at the top dose activity, negative = active; 0.2% of 390,000 active; note: potency is the fitted concentration of half-maximal effect; % of control where 0% means no effect; nearly all actives have a fitted effect of over 65% in size
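Fluorescence increase (Ex 488/Em 500-530) after overnight compound treatment at 37 deg C flags inhibition of Vif-driven A3F-eYFP loss in stable HeLa A3F-eYFP/Vif cells seeded overnight beforehand.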
Vif-APOBEC3G blk = blocks the Vif interaction with human APOBEC3G | Potency, µM (series often up to 46.1 µM), inactives show at the top dose activity, negative = active, most hits filed as inhibitors | HeLa A3G-eYFP + Vif (tagged APOBEC3G with the HIV-1 protein that degrades it), YFP fluorescence, overnight | 0.076% of 410,000 active | Q9HC16;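 note: potency is the fitted concentration of half-maximal effect; % is set by controls: 0 for no effect and ±100 for the full control effect; nearly all actives have a fitted effect of over 60% in size; hits raise eYFP signal because A3G escapes Vif-driven loss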
Target sequence (Q9HC16 whole entry, looked up): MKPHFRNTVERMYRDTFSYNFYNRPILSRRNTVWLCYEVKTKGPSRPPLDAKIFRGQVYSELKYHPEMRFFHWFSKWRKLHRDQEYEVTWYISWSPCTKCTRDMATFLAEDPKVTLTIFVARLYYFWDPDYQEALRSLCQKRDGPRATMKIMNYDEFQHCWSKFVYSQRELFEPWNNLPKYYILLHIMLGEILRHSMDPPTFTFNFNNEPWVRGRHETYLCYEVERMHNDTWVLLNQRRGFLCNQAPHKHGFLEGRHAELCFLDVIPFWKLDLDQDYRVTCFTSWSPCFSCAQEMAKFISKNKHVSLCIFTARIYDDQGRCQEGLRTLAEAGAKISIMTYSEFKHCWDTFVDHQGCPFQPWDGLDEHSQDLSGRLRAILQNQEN
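Read-out is eYFP fluorescence (Ex 488/Em 500-530) from Vif-expressing HeLa A3G-eYFP cells; more signal means A3G escaped Vif-mediated degradation. Cells plated overnight, compound pinned in, incubated overnight at 37 deg C.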
D2 PAM = D2 dopamine receptor (human) potentiation | AID 485347 | potentiation, % at 10 µM | HEK293 T-REx D2, calcium flux, EC20 dopamine potentiation | P14416 | 0.34% of 340,000 active;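 active = potentiation over 3 SD above the plate norm, cut at about 30% in these data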; note: 0% is about no effect
Target sequence (P14416 whole entry, looked up): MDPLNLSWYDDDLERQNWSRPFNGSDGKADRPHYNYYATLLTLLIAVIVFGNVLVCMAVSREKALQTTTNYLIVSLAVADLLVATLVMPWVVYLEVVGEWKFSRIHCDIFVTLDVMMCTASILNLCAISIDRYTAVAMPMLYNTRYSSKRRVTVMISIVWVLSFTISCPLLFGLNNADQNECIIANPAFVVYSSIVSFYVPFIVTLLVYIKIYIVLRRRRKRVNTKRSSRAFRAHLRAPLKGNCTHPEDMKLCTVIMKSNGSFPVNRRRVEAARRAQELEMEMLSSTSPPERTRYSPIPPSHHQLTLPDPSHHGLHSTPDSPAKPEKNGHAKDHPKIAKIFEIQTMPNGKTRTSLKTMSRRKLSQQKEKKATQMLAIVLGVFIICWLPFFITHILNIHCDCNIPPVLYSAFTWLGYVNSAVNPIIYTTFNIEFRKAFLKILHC
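Tetracycline-induced HEK293 T-REx cells force-coupled to calcium signalling expressed D2; compounds were pin-added after a 10 s baseline, read kinetically 180 s, then an EC20 dopamine challenge followed with a further 180 s calcium read.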
Glioma ERSR ind = induces the endoplasmic reticulum stress response in human glioma cells; Potency, µM, for the others: at the top dose activation, most hits filed as activators; AID 602332; U87-MG GRP78 promoter luciferase reporter, 16 h; 0.02% of 420,000 active; note: potency is the fitted concentration of half-maximal effect; series mostly up to about 76 µM; % of control where 0% means no effect; nearly all actives have a fitted effect of over 35% in size
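ERSR induction read as luciferase luminescence (Bright-Glo, 10 min at room temperature) in stably transfected human U87-MG glioma cells exposed to compounds for 16 h, using GRP78 as sensor.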
D1 agonist = agonists of human D1 dopamine receptor; 1% of 360,000 active; HEK293 T-REx D1 cells, calcium flux, agonist mode; activation, % at 2 µM; AID 504660; in the data active = activation above about 30%; note: 0% is about no effect
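Inducible HEK293 T-REx D1 cells, force-coupled to calcium signalling, were plated at 4000 cells/well with tetracycline and held overnight at 30 C. After no-wash calcium dye loading, compound-evoked calcium rise over 180 s flagged agonists.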
Active calls of the source: *; u = inconclusive; x = not tested or not shown; & = joins results of further samples. Unless noted, calls come from the whole dose curve; as a rule, active = well fitted curve in the direction sought with a large enough effect; inconclusive = small, poorly fitted or top-dose-only effect, or another doubt; inactive = no such curve, though single readings can be large; an effect the other way counts as inactive or inconclusive. An excerpt; rates above refer to the full screens.

Codes – A = D1 antagonist; B = D1 potentiator; C = LDHA inh; D = RXFP1 ag; E = Vif-A3F inh; F = Vif-APOBEC3G blk; G = D2 PAM; H = Glioma ERSR ind; I = D1 agonist
CCn1c(C)c(C)c2cc(C(=O)NCCCN3CCCCC3C)ccc21 (centres undefined)
  A: -8&-4; B: -1&-2; C: 0&-4; D: -1.4%&-4.7%; E: 0%&-7%; F: 2%&0%; G: -18; H: -4%&-3%; I: 9&1
Cc1ccccc1OCc1csc(N)n1
  A: 18; B: -2; C: -5; D: -0.6%; E: 0%; F: 3%; G: 4; H: -1%; I: 1
C[C@@H]1CN([C@@H](C)CO)C(=O)c2cc(Br)cnc2O[C@H]1CN(C)C(=O)Nc1ccc(F)cc1
  A: x; B: x; C: 4; D: x; E: -15%; F: 0%; G: x; H: -4%; I: x
Nc1nnn(CC(=O)N/N=C/c2cccc3ccccc23)n1
  A: -5; B: -11; C: -5; D: 0.2%; E: -2%; F: 0%; G: 15; H: 1%; I: -1
CC(NC(=S)Nc1ccccc1)C(c1cccs1)N1CCOCC1 (centres undefined)
  A: 6; B: 2; C: -13; D: -0.2%; E: 11%; F: -8%; G: x; H: -5%; I: 1
COc1ccc(NC(=O)COC(=O)CCc2nc3ccccc3c(=O)[nH]2)c(OC)c1
  A: -1; B: -3; C: -1; D: 2.1%; E: -3%; F: 7%; G: -5; H: -3%; I: 2
CC(C)(C)NC(=O)NC(=O)COC(=O)Cn1c(C(F)(F)F)nc2ccccc21
  A: -4; B: -2; C: -4; D: -0.1%; E: -4%; F: 0%; G: 9; H: -3%; I: 1
O=C1NC(c2ccc(F)cc2)Oc2ccccc21 (centres undefined)
  A: 34; B: 4; C: 1; D: 0.4%; E: -20%; F: 0%; G: -1; H: -1%; I: 3
COc1ccc(-n2cnnc2SCC(=O)NCc2cccs2)cc1
  A: 4; B: 4; C: -2; D: -0.2%; E: 5%; F: -2%; G: -4; H: -3%; I: 0
Cc1c(Cl)cccc1NC(=O)CCC(=O)NNC(=O)c1ccccc1
  A: 11; B: -4; C: -5; D: 0.0%; E: -12%; F: 0%; G: 7; H: -4%; I: 1
O=C(c1ccc(Sc2ccccc2)c([N+](=O)[O-])c1)N1CCOCC1
  A: -13; B: 2; C: -3; D: 2.1%; E: -1%; F: 1%; G: 11; H: 6%; I: 5
CCc1ccc2nc(N(CCCN(C)C)C(=O)c3ccc(C(=O)c4ccccc4)cc3)sc2c1
  A: 0; B: -7; C: 2; D: 1.3%; E: -4%; F: -2%; G: 1; H: -11%; I: 21
CC(C)NC(=O)Cn1c(=O)n(CC(=O)N2CCCCC2)c(=O)c2sccc21
  A: 4; B: 0; C: -9; D: -0.9%; E: -3%; F: 4%; G: 4; H: -2%; I: 1
COc1ccc(N2CC(C(=O)NCc3ccco3)CC2=O)cc1 (centres undefined)
  A: 10; B: -1; C: -2; D: 2.3%; E: -4%; F: 8%; G: 15; H: -2%; I: 2
COc1ccccc1N1CCN(c2nnc(-c3ccc(F)cc3)c3ccccc23)CC1
  A: 6; B: -3; C: -2; D: 3.3%; E: 1%; F: 0%; G: -3; H: -5%; I: 1
COc1ccc(C(=O)CSc2nc3ccccc3n2CC(=O)c2ccccc2)cc1
  A: -3; B: -5; C: -2; D: 3.6%; E: 0%; F: 2%; G: 6; H: 0%; I: 2
Cc1ccc(CCNC(=O)C2CCC(=O)N2CCc2ccccc2)cc1 (centres undefined)
  A: 6; B: -6; C: -10; D: 1.2%; E: -1%; F: 1%; G: -5; H: -2%; I: 2
O=C(CSc1nnnn1-c1cccc2c1CCCC2)N1CCCC1
  A: 3; B: -5; C: -5; D: -1.0%; E: -1%; F: 8%; G: 17; H: -4%; I: 38*
CC(O)c1cccc(NC(=O)C2CCCCC2)c1 (centres undefined)
  A: -8; B: 0; C: -1; D: -1.6%; E: -2%; F: -2%; G: 1; H: -5%; I: 2
C#CCOCCOCCOCCNc1nc(N2CCN(C(=O)[C@H](CCC(=O)O)n3cc(CN)nn3)CC2)nc(N2CCN(C(=O)[C@H](CCCCN)n3cc([C@@H](N)CC(N)=O)nn3)CC2)n1
  A: x; B: x; C: -10; D: x; E: 5%; F: 4%; G: x; H: 4%; I: x
CCOc1ccc(CCNc2nc3ccccc3n3cnnc23)cc1OCC
  A: -2; B: -1; C: -1; D: 6.0%; E: 15%; F: -5%; G: 5; H: -3%; I: 1
CCC(CC)NC(=O)CSc1ccc(S(=O)(=O)N2CCOCC2)cn1
  A: 7; B: x; C: -3; D: 0.5%; E: 1%; F: 0%; G: -3; H: -1%; I: 11
COc1ccc(C2Nc3ccccc3C(=O)N2Cc2ccccc2)cc1COc1ccccn1 (centres undefined)
  A: -10; B: -3; C: 3; D: -0.4%; E: -7%; F: -9%; G: 20; H: -4%; I: 3
O=C(NC(=S)Nc1ccc(CN2CCOCC2)cc1)c1ccc([N+](=O)[O-])cc1Cl
  A: 2; B: -3; C: -4; D: -0.4%; E: -17%; F: 2%; G: 0; H: -1%; I: 8
O=C(NCc1nnnn1-c1ccc(F)cc1)C(=O)c1c[nH]c2ccccc12
  A: x; B: x; C: -3; D: x; E: 1%; F: -7%; G: x; H: -5%; I: x

Full records from above. Order of values: D1 antagonist, D1 potentiator, LDHA inh, RXFP1 ag, Vif-A3F inh, Vif-APOBEC3G blk, D2 PAM, Glioma ERSR ind, D1 agonist
Profile of CC(NC(=S)Nc1ccccc1)C(c1cccs1)N1CCOCC1 (centres undefined) : 6, 2, -13, -0.2%, 11%, -8%, x, -5%, 1
Profile of O=C(NCc1nnnn1-c1ccc(F)cc1)C(=O)c1c[nH]c2ccccc12 : x, x, -3, x, 1%, -7%, x, -5%, x
Profile of Nc1nnn(CC(=O)N/N=C/c2cccc3ccccc23)n1 : -5, -11, -5, 0.2%, -2%, 0%, 15, 1%, -1
Profile of CCC(CC)NC(=O)CSc1ccc(S(=O)(=O)N2CCOCC2)cn1 : 7, x, -3, 0.5%, 1%, 0%, -3, -1%, 11
Profile of CC(C)(C)NC(=O)NC(=O)COC(=O)Cn1c(C(F)(F)F)nc2ccccc21 : -4, -2, -4, -0.1%, -4%, 0%, 9, -3%, 1

Later entries.
Codes – A = D1 antagonist; B = D1 potentiator; C = LDHA inh; D = RXFP1 ag; E = Vif-A3F inh; F = Vif-APOBEC3G blk; G = D2 PAM; H = Glioma ERSR ind; I = D1 agonist
C=CCNc1nc(-c2c(C)nc3sccn23)cs1
  A: -5; B: 0; C: 4; D: 0.0%; E: x; F: 2%; G: -6; H: 2%; I: 4
Cn1c(=O)[nH]c(=O)c2c1nc(N1CCCCC1)n2CCSc1ncccn1
  A: x; B: x; C: -6&11; D: x; E: -1%; F: 0%; G: x; H: -3%; I: x
COc1ccc(N2CCN(S(=O)(=O)c3cccc4cccnc34)CC2)cc1
  A: 12; B: -6; C: -5; D: 1.6%; E: 0%; F: 1%; G: -14; H: -4%; I: 2
FC(F)(F)c1ccccc1NC(=S)N1CCCC1
  A: 9; B: 2; C: 3; D: 1.0%; E: u; F: 0%; G: -1; H: -11%; I: 1
COc1cc(C2c3c(-c4ccccc4O)n[nH]c3C(=O)N2Cc2ccncc2)ccc1O (centres undefined)
  A: -16; B: -2; C: 8; D: 4.7%; E: 1%; F: -7%; G: 0; H: -3%; I: 0
CCCC(C(=O)NC1CCCC1)N(CCCN1CCOCC1)C(=O)c1snc(C(N)=O)c1N (centres undefined)
  A: -2; B: -2; C: -5; D: 3.1%; E: -2%; F: 3%; G: 12; H: -4%; I: 3
COc1ccc(CN(Cc2ccccn2)C(=O)CN2C(=O)C(C)Oc3ccccc32)cc1 (centres undefined)
  A: -27; B: 0; C: 0; D: -0.4%; E: 2%; F: -6%; G: -8; H: 3%; I: -2
CCOC(=O)Nc1ccc([N+](=O)[O-])cc1C
  A: 5; B: 6; C: -1; D: 1.3%; E: 2%; F: 0%; G: 3; H: -2%; I: 1
COC(=O)c1ccccc1N1C(=O)[C@@H]2C(c3ccc(F)cc3)=NO[C@@H]2C1=O
  A: -3; B: -1; C: 2; D: -0.1%; E: -4%; F: 5%; G: -7; H: -2%; I: 2
COc1ccc(C2SCCN2S(=O)(=O)c2ccc(NC(C)=O)cc2)cc1OC (centres undefined)
  A: -26; B: -7; C: -12; D: -0.9%; E: 6%; F: -4%; G: 2; H: -4%; I: 0
CCCCCCC(=O)NNC(=O)CC(=O)Nc1ccccc1C(=O)O
  A: -11; B: -4; C: 1; D: -1.6%; E: 3%; F: 4%; G: -4; H: -3%; I: 3
CC/C(=N\NC(=O)c1nnn(-c2nonc2N)c1-c1ccc2c(c1)OCO2)c1ccccc1
  A: -2; B: -1; C: -4; D: -4.4%; E: -10%; F: 3%; G: 7; H: -1%; I: 1
CN(Cc1ccc(F)cc1)C(=O)CCc1nnc(-c2ccccc2)o1
  A: -14; B: -2; C: -3; D: -0.4%; E: 5%; F: -7%; G: 2; H: 10%; I: 0
NS(=O)(=O)c1cccc(NC(=S)NC(=O)C23CC4CC(CC(C4)C2)C3)c1
  A: -5; B: -6; C: -6; D: 1.3%; E: -29%; F: 0%; G: -17; H: 9%; I: 8
O=C(Nc1ccc(F)cc1F)C1CCN(S(=O)(=O)c2ccc3[nH]c(=O)ccc3c2)CC1
  A: -2; B: -4; C: 0; D: u; E: -7%; F: 0%; G: x; H: -5%; I: 0
C[C@H](NC(=O)c1nc[nH]c1C(=O)NC(c1ccccc1)c1ccccc1)C(=O)OCc1ccccc1
  A: 6; B: 1; C: 2; D: 0.0%; E: 1%; F: -13%; G: 0; H: -1%; I: 5
COc1ccc(/C(O)=C2/C(=O)C(=O)N(c3ncccn3)C2c2ccc(OC)c(OC)c2)cc1 (centres undefined)
  A: -1; B: -3; C: -6; D: 3.8%; E: -2%; F: 0%; G: 4; H: -6%; I: 0
OC(c1ccccc1)c1ccncc1 (centres undefined)
  A: -17; B: -2; C: -3; D: 1.4%; E: 0%; F: 4%; G: 17; H: -6%; I: 2
COc1ccc2c(C)c(C(=O)N3CCN(Cc4ccccc4)CC3)oc2c1
  A: -4; B: 0; C: 0; D: 4.7%; E: 0%; F: 4%; G: -15; H: 0%; I: 2
